Compound activity as filed in PubChem.
SMN2 splice enh = SMN2 splice variant enhancement. HEK293 SMN2-luciferase splicing reporter, luminescence, 30-36 h. Potency, µM (series often up to 46.1 µM), inactives show at the top dose activity change, positive = activation, most hits filed as activators. 2.8% of 210,000 active. AID 1458; further: % of control where 0% means no effect; nearly all actives have a fitted effect of over 55% in size
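HEK293 cells carry an SMN2 minigene-luciferase reporter in which exon 7 inclusion puts luciferase in frame. Cells were seeded at 2000 cells/well, attached for 10-12 hours, then exposed to compounds for 30-36 hours at 37C before ONE-Glo luminescence.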
RGS12 GoLoco inh = inhibitors of human Gai1-RGS12 GoLoco interaction (red fluorophore). Gai1:RGS12 GoLoco peptide FP, rhodamine, 10 min. P63096. Potency, µM (series often up to 61.6 µM), for the others: top-dose activity, negative = inhibition, actives largely listed as inhibitors. 0.44% of 230,000 active; active means well fitted inhibition curve with a large enough effect, not every such curve was filed as active; inactive means no such curve, though single readings can be large or run the other way; further: on the % scale 0 is the no-effect control and ±100 the full control effect; nearly all actives have a fitted effect of over 30% in size; many of its hits are not listed in these tables
Target sequence (P63096 whole entry, looked up): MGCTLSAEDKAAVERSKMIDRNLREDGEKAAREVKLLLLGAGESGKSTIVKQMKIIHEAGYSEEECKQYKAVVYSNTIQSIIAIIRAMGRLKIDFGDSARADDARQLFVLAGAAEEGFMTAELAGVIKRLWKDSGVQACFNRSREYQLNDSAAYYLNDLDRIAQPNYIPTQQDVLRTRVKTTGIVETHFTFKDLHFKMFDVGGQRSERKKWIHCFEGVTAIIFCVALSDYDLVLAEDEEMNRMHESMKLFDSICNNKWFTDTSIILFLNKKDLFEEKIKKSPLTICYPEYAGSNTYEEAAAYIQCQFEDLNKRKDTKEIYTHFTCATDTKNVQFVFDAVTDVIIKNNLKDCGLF
GAA inhib = inhibitors of human lysosomal alpha-glucosidase. purified human GAA, 4-MU-alpha-glucoside fluorescence. AID 1466. 0.005% of 200,000 active. P10253. Potency, µM (top dose mostly 76.9 µM), for the others: at the highest dose activity change, negative = inhibition, actives largely listed as inhibitors;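 further: plate controls were uninhibited enzyme wells for no effect and no-enzyme background for full effect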
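AC50 values come from Hill fits of compound titrations (up to 77 uM) against 4 nM human enzyme. Substrate 4-methylumbelliferyl-alpha-D-pyranoside at 400 uM, pH 5.0 citrate buffer, 20 min room temperature; fluorescence Ex 365/Em 440 after alkaline stop.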
JMJD2E inh = blocks human JMJD2E demethylase activity. JMJD2E catalytic domain, FDH-coupled NADH fluorescence (FDH is formaldehyde dehydrogenase). Potency, µM (highest dose often 57.1 µM), for inactives: at the top dose activity change, negative = inhibition, most hits filed as inhibitors. 1.6% of 230,000 active. B2RXH2; active means well fitted inhibition curve with a large enough effect, not every such curve was filed as active; inconclusive means small, poorly fitted or top-dose-only effect, or another doubt; inactive means no such curve, though single readings can be large or run the other way;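 further: 0% = wells with enzyme and -100% = buffer wells without enzyme; nearly all actives have a fitted effect of over 50% in size; many of its hits are not listed in these tables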
Target sequence (B2RXH2 1-337 limits assumed): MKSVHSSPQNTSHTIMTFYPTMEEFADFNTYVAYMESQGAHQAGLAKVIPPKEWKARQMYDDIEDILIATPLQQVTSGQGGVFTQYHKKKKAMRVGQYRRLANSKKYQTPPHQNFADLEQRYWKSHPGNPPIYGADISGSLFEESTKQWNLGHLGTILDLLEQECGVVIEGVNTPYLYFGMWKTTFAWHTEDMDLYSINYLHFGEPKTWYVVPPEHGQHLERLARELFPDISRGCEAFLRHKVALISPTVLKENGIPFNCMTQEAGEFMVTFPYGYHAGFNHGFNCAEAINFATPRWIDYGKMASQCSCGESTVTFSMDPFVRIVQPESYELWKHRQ
GAA spleen mod = lysosomal alpha-glucosidase (human) modulation; human spleen homogenate, 4-MU-alpha-glucoside fluorescence; Potency, µM (series often up to 79.9 µM), without a hit: top-dose activity change, negative = inhibition, most hits filed as inhibitors; 0.006% of 240,000 active; P10253;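 further: 0% = enzyme with vehicle and -100% = no enzyme basal signal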
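Human spleen homogenate (1 ug) incubated with compounds and 1 mM 4-methylumbelliferyl-alpha-D-glucopyranoside in pH 5.0 citrate/phosphate buffer, 37 C, 40 min. Stopped at pH 10; 4-MU fluorescence (Ex 365/Em 440 nm); AC50 by Hill fit.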
GAA glycogen mod = alters human alpha-glucosidase cleavage of glycogen | recombinant GAA, glycogen substrate, Amplex Red glucose oxidase fluorescence | AID 2100 | Potency, µM (highest dose often 76.4 µM), for the others: top-dose activity change, negative = inhibition, usual class: inhibitors | P10253 | 0.38% of 300,000 active;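 further: 0% = full enzyme reaction and -100% = no-enzyme basal signal; the screen sought inhibitors and activators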
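qHTS, 1536-well; enzyme 4 nM final; cpd up to 77 uM; substrate bovine liver glycogen 30 ug; 50 mM citrate/phosphate pH 5.0, 0.01% Tween-20; 37 C, 40 min; Amplex Red detection 45 min RT; Hill fit → AC50.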
aGal spleen mod = inhibits or activates alpha-galactosidase in human spleen homogenate. P06280. human spleen homogenate, 4MU-alpha-Gal fluorescence, 40 min. Potency, µM (series often up to 80 µM), inactives show at the highest dose activity change, negative = inhibition, most hits filed as inhibitors. 0.008% of 240,000 active. AID 2107;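 further: 0% = enzyme with vehicle and -100% = no enzyme basal signal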
Target sequence (P06280 32-429 limits assumed): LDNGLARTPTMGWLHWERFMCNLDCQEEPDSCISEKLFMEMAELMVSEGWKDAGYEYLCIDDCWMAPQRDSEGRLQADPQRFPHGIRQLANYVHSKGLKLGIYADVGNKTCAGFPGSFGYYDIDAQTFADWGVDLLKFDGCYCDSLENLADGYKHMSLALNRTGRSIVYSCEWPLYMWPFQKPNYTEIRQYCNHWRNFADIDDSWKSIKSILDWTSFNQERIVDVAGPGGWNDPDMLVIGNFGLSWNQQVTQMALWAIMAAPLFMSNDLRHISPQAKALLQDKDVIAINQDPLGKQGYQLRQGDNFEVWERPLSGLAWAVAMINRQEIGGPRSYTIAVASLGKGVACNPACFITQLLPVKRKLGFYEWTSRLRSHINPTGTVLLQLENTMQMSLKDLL
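Human spleen homogenate (1 ug) as enzyme source, 4-methylumbelliferyl-alpha-D-galactopyranoside 1 mM final, citrate/phosphate pH 5.0 with 0.01% Tween-20. Compounds 40 min at 37C, NaOH/glycine stop; fluorescence Ex 365/Em 440, Hill-fit AC50.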
ALDH1A1 inh = ALDH1A1 (human) enzyme inhibition; 7.3% of 220,000 active; P00352; Potency, µM (top dose mostly 75.3 µM), for inactives: at the top dose activity, negative = inhibition, usual class: inhibitors; AID 1030; Purified ALDH1A1, NADH fluorescence, propionaldehyde substrate; active means well fitted inhibition curve with a large enough effect, not every such curve was filed as active; inconclusive means small, poorly fitted or top-dose-only effect, or another doubt; inactive means no such curve, though single readings can be large or run the other way;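 further: plate controls were no enzyme wells and a reference inhibitor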
Active calls of the source: *; ? = inconclusive; nt = not tested or not shown; & = joins results of further samples; ! = not confirmed by another sample; [ ] = remark or other dose. Unless noted, the call rests on the fitted dose curve; in most records, active means well fitted curve in the direction sought with a large enough effect; inconclusive means small, poorly fitted or top-dose-only effect, or another doubt; inactive means no such curve, though single readings can be large; an effect the other way counts as inactive or inconclusive. Potency means the concentration at half of the fitted maximal effect. An excerpt, so the mix of outcomes need not match the whole.

SMILES | SMN2 splice enh | RGS12 GoLoco inh | GAA inhib | JMJD2E inh | GAA spleen mod | GAA glycogen mod | aGal spleen mod | ALDH1A1 inh
COc1ccccc1NC(=O)c1cc(C(=O)O)ccc1C(=O)O | -13% | 9% | -3% | -14% | 4% | 1% | 5% | 3%
Cc1csc(SCC(=O)Nc2ncc(Cl)c(C)c2Cl)n1 | -13% | 17% | -9% | -2% | -6% | 1% | 4% | -10%
CCN(C(=O)COC(=O)c1cc(=O)[nH]c2ccccc12)C1CCS(=O)(=O)C1 (stereo unspecified) | nt | 9% | nt | ? | -5% | 4% | -5% | nt
Cc1snc2sc(C(=O)c3ccc(F)cc3)c(N)c12 | nt | 8% | nt | -6% | -12% | -1% | -4% | nt
Cc1ccc(C)c(-n2c(C)cc(/C=N/NC(=O)c3c(C)nc4cc(C)ccn34)c2C)c1 | -4% | 17% | 3% | 4% | -1% | -8% | -4% | 13µM*
COc1ccc(Cl)cc1NS(=O)(=O)c1ccc(S(=O)(=O)N2CCCC2)cc1 | 7% | 12% | -20% | -4% | -8% | -14% | -8% | 28µM*
CC1=CC(C)(C)N2C(=O)C(=O)c3cc(OC(=O)c4ccco4)cc1c32 | -22% | 7% | -16% | -8% | 4% | 1% | 2% | 0.63µM*
CC(C)CNS(=O)(=O)c1ccc(OCC(=O)Nc2ccc3c(c2)OCO3)c(Cl)c1 | -6% | 3% | -7% | 11% | 4% | -2% | -3% | 4%
Cn1c(=O)c2c(nc(CN3CCN(Cc4ccccc4)CC3)n2Cc2ccc(Cl)cc2)n(C)c1=O | -7% | -7% | -1% | -1% | 4% | nt | 4% | ?
COc1ccc(NC(=O)CC2Sc3ncnn3C2=O)cc1 (stereo unspecified) | 1% | -25% | 2% | 2µM* | -8% | -1% | -4% | 0.4µM*
COc1ccc(/C=C/C(=O)NCc2ccccn2)cc1OC | nt | 23% | -9% | ? | 0% | -6% | 7% | ?
O=S(=O)(NCCNC/C=C/c1ccc(Br)cc1)c1cccc2cnccc12 | -77%&-90%&-49%[inhibitor] | 14%&7%&5% | nt | -3% | -16%&8%&3% | nt | -1%&-8%&-21% | 22µM*!
Cc1ccc2oc(=O)n(Cc3ccccc3OC(C)C)c2c1 | ? | -8% | 3% | 3% | -4% | -7% | 10% | 2%
CCCOc1ccc(N2C(=O)CC(N3CCN(c4ccccc4OC)CC3)C2=O)cc1 (stereo unspecified) | -23% | -5% | -4% | 2% | 8% | 23% | 6% | ?
OCC(O)/C=N/Nc1nc(N2CCCCC2)nc(N2CCCCC2)n1 (stereo unspecified) | 15% | -5% | -5% | -13% | 0% | ? | -2% | 3%
COc1ccccc1N1C(=O)C2CCC(c3ccccc3)CC2C1=O (stereo unspecified) | -23% | -10% | -6% | 12% | -4% | 0% | -4% | 5%
Cc1ccc(NC(=O)c2c(-c3c(F)cccc3Cl)noc2C)cc1F | -10% | -10% | 5% | -17% | -2% | -15% | ? | -26%
O=c1c2sccc2n(Cc2cc(=O)n3ccccc3n2)c(=O)n1-c1ccccc1 | -14%[1.84 µM] | 7% | -4% | ? | 4% | 12% | 11% | ?
Cc1[nH]c2ccccc2c1SCc1nnc(SCc2ccccc2)n1C | nt | 24% | -3% | -1% | -8% | 7% | -10% | -11%
CCN(CC)C(=O)C1CCCN(Cc2ccccc2)C1 (stereo unspecified) | 2% | -9% | 1% | ? | -5% | 4% | -11% | -5%
CC(=O)c1cc2c(cc1NC(=O)c1ccco1)OCCO2 | 15% | 14% | 12% | ? | -6% | 2% | 3% | -3%
O=C(c1ccc2c(c1)OCO2)N1CCN(c2ccccc2)CC1 | -1% | 5% | -6% | 3% | 4% | 7% | 4% | 0%
CC(C)COc1ccc(C(=O)Nc2sc3c(c2C(=O)O)CC(C)(C)OC3)cc1 | nt | 6% | 1% | 3% | -3% | 7% | -3% | 20µM*
O=C(C1CC1)N(CCN(C(=O)C1CC1)c1ccccc1)c1ccccc1 | -11% | -24% | 6% | -5% | -13% | 2% | -10% | -9%
COc1cccc(/C=N/Nc2cc(Cl)nc(C)n2)c1O | nt | 7% | -5% | ? | -22% | -18% | 3% | 8%

Continued; the last two above are carried over.
SMILES | SMN2 splice enh | RGS12 GoLoco inh | GAA inhib | JMJD2E inh | GAA spleen mod | GAA glycogen mod | aGal spleen mod | ALDH1A1 inh
O=C(C1CC1)N(CCN(C(=O)C1CC1)c1ccccc1)c1ccccc1 | -11% | -24% | 6% | -5% | -13% | 2% | -10% | -9%
COc1cccc(/C=N/Nc2cc(Cl)nc(C)n2)c1O | nt | 7% | -5% | ? | -22% | -18% | 3% | 8%
COCCCn1c(=N)c(C(=O)NC2CCCCC2)cc2c(=O)n3ccccc3nc21 | 11%&-13% | 8% | ? | ? | 8% | 16%[76.3 µM] | ? | ?
CC(=O)Nc1ccc(-c2nnc(SCC(=O)c3ccc4c(c3)Cc3ccccc3-4)n2C)cc1 | -25% | 9% | 6% | ? | -18% | -2% | -5% | ?
N=C1C(c2ccccc2)=C(O)CN1c1cccc(S(=O)(=O)NCc2ccco2)c1 | nt | -6% | nt | -1% | 2% | 8% | -4% | nt
COc1cccc(N=c2oc3ccc(OC)cc3cc2-c2nc3ccccc3[nH]2)c1 | ? | 15% | 0% | ? | -9% | 7% | -8% | -8%
CCOC(=O)c1cc(NC(=O)CSCCO)ccc1Cl | -2% | -4% | -11% | 8% | 2% | -2% | 5% | 22µM*
CCCCN=C1CC(C)(C)CC(=O)/C1=C(/O)CCC | nt | -10% | nt | 14% | 0% | 4% | -3% | nt
O=C(CCc1ccc(S(=O)(=O)N2CCOCC2)cc1)N1CCc2ccccc2C1 | -9% | 6% | -7% | -2% | -7% | -4% | -11% | -6%
CC(=O)Oc1ccc(N2C(=O)C3C4C=CC(CO)(O4)C3C2=O)cc1 (stereo unspecified) | 13% | -14% | -9% | -5% | -6% | 6% | -2% | 0.71µM*
Cc1ccc(S(=O)(=O)NC(CC(C)C)C(=O)NCc2ccco2)cc1 (stereo unspecified) | -1% | 3% | 3% | 3% | -7% | -2% | -3% | -5%
C/C(=N\NC(=O)c1cc2c(s1)CCC(C)C2)c1cccnc1 (stereo unspecified) | -7% | -7% | 2% | 5% | 0% | -3% | 3% | ?
CNC1(C(N)=O)CCNCC1 | nt | 4% | nt | 83%[activator] | 0% | 1% | 0% | nt
N#CC1=C(N)SC(N)=C(C#N)C1C1CC=CCC1 (stereo unspecified) | 55% | -8% | 8% | -24% | -7% | -7% | 0% | ?
Clc1cccc(Cl)c1Cn1cnc(=NCc2ccco2)c2[nH]cnc21 | 11% | 9% | -5% | -5% | -4% | 11% | -1% | 0%
O=C(CSc1ccc2nnc(-c3ccncc3)n2n1)Nc1nccs1 | -17% | 2% | 2% | -5% | 9% | 3% | 3% | 3%
CCn1ccnc1CN1CCN(CC(C)C)C(CCO)C1 (stereo unspecified) | nt | 8% | ? | 8% | 1% | 11% | -11% | 5%
COCCCC1CCN(Cc2cn[nH]c2-c2cc(OC)c(OC)c(OC)c2)CC1 | nt | -8% | -9% | 5% | 1% | -3% | 5% | -2%
COC(=O)c1cc2c(-c3ccccc3)c(C)c3ccccn3c-2c1C(=O)OC | -12% | 37%[activator] | 1% | 0% | -7% | -8% | -3% | 20µM*
CN(C)c1ncc2ncc(=O)n(C)c2n1 | 0% | 7% | nt | nt | 1% | nt | 6% | ?
Cn1cccc1Cc1nnc(SCC(=O)Nc2nc3ccccc3s2)n1CCc1ccccc1 | -1% | 11% | 5% | ? | 2% | 3% | -3% | ?
O=C(CC(c1ccccc1)c1ccccc1)NCC1CCCO1 (stereo unspecified) | -7% | 10% | -1% | 5% | -1% | 13% | -11% | -3%
COC(CNC(=O)c1ccc2nc(-c3ccccc3)c(-c3ccccc3)nc2c1)OC | -10% | 1% | ? | ? | 12% | 4% | 26% | ?
Cc1ccc(S(=O)(=O)c2c(N)n(/N=C/c3ccco3)c3nc4ccccc4nc23)cc1 | -17% | 70%[activator] | 11% | ? | -10% | -5% | 9% | ?
COc1ccc(CCC(=O)OCC(=O)Nc2ccc(C)c(S(=O)(=O)N(C)C)c2)cc1 | 1% | -12% | -7% | -3% | -5% | -4% | -8% | ?
COc1ccccc1-n1nnnc1SCC(=O)Nc1cc(C)on1 | 22% | -7% | -7% | -3% | -3% | 1% | 0% | 0.71µM*
Cc1cc([N+](=O)[O-])ccc1NCc1ccccc1[N+](=O)[O-] | nt | 8% | -1% | 9% | 1% | 10% | -21% | 18µM*

(next part)
SMILES | SMN2 splice enh | RGS12 GoLoco inh | GAA inhib | JMJD2E inh | GAA spleen mod | GAA glycogen mod | aGal spleen mod | ALDH1A1 inh
C/C(=N/NC(=O)CNC(=O)c1ccncc1)c1ccc(Cl)cc1 | nt | 7% | nt | -4% | -2% | -3% | 2% | nt
O=C(c1ccc2c(c1)OCCO2)C1CCN(C(=O)c2ccc(F)c(F)c2)CC1 | -14% | -6% | -9% | -4% | -4% | -6% | 4% | ?
COc1cc(/C=N/NC(=O)C(=O)NCC2CCCO2)cc(Cl)c1O (stereo unspecified) | nt | 6% | nt | 8% | -1% | 1% | -3% | nt
Cc1cc(N2CCN(S(=O)(=O)Cc3ccccc3)CC2)n2ncnc2n1 | -9% | 5% | -4% | 4% | -3% | 2% | -5% | -2%
COC(=O)c1ccc(Sc2ccc(C)cc2)c(N)c1 | -16% | 11% | -17% | ? | -2% | -7% | 4% | ?
CCc1nnc(NC(=O)[C@@H](NC(=O)c2ccc(OC)cc2)C(C)C)s1 | 54% | -4% | 0% | -7% | 2% | 4% | -6% | -3%
CN(C)C(=O)c1cn(N(C)c2ncc(C(F)(F)F)cc2Cl)c(=O)c2ccccc12 | 10% | -14% | 4% | 3% | -7% | 13% | 5% | 5%
Cc1ccc(-n2c(SCC(=O)Nc3cccc(S(=O)(=O)NC4=NCCCCC4)c3)nc3ccccc3c2=O)cc1 | -2% | 10% | -2% | -9% | -14% | 10% | -15% | ?
Cc1onc(-c2ccccc2Cl)c1C(=O)NC1CCS(=O)(=O)C1 (stereo unspecified) | 9% | 8% | -2% | -6% | 2% | -19% | 3% | 9%
CCOc1cc(CNCC(C)C)cc(Cl)c1OCc1ccccc1 | -67%[inhibitor] | 18% | 12% | 2% | -1% | -2% | 8% | ?
